# APP transl inh: APP translation inhibition | SH-SY5Y APP 5'UTR-luciferase reporter, luminescence | inhibition, % at 2 µM | 0.82% of 190,000 active | AID 1285;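 active = inhibition above a set limit, derived from the sample mean plus 3 SD, cut at about 45% in these data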; also: values of inactives mirror those of a sister screen read the other way
# STAT1 blocker: STAT1 signaling inhibition; NIH 3T3 STAT1-luciferase reporter, IFN-gamma, luminescence; inhibition, % at 5.5 µM; 0.35% of 200,000 active; AID 920;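 active = inhibition above a set limit, the mean inhibition across all tested compounds plus 3 SD, cut at about 34% in these data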;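 also: 0% = IFN-gamma with DMSO and 100% = IFN-gamma with 300 µM nifuroxazide; values of inactives mirror those of a sister screen read the other way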
# APP 5'UTR act: activates APP 5'UTR luciferase reporter; SH-SY5Y APP 5'UTR luciferase reporter, luminescence; zero percent = DMSO vehicle wells; activation, % at 2 µM; 1% of 190,000 active;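 active = activation above a set limit, based on mean plus 3 SD of controls, cut at about 140% in these data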; also: values of inactives mirror those of a sister screen read the other way
# FLuc inhib CS: Photinus pyralis luciferase inhibition counter-screen; P08659; ATPLite firefly luciferase biochemical luminescence, 10 min; inhibition, % at 10 µM; 1.5% of 200,000 active;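 active = inhibition above about 50% when tested at 10 µM, limit read from the data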
# Target sequence (P08659 whole entry, looked up): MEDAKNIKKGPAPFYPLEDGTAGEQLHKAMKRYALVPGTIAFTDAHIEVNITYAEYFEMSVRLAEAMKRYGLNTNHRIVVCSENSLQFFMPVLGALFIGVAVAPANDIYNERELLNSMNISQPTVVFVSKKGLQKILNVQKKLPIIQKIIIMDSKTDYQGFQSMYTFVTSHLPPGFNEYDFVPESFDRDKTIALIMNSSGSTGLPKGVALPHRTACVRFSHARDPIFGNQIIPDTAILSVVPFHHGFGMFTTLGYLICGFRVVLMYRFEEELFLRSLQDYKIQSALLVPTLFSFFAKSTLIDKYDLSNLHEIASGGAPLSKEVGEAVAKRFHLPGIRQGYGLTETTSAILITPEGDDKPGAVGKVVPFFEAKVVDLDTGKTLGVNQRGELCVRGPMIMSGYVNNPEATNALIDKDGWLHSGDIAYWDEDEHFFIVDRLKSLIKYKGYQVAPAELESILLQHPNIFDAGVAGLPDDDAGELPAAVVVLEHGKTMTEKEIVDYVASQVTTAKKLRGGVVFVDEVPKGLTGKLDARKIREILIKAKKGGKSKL
# RAM network inh: yeast RAM network inhibition; S. cerevisiae dse1pr::URA3 reporter, 5-FOA growth OD615, 2 d; analog-sensitive cbk1-as2 kinase mutant strain; inhibition, % at 50 µM; 1.8% of 190,000 active;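 active = inhibition above a set limit, 3 SD over mean compound inhibition, cut at about 8.4% in these data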;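 also: 0% = DMSO-only wells with no growth and 100% = 10 µM 1-NA-PP1 full growth; inhibition rescues growth on 5-FOA so higher OD means more RAM inhibition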
# Hsp70 act: transcriptional activators of Hsp70; HeLa Hsp70 promoter luciferase reporter, luminescence; scaled: vehicle 0, proteasome-inhibitor control 100%; activation, % at 10 µM; 0.04% of 200,000 active;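 active = activation above the mean across all tested compounds plus 3 SD, cutoff set per campaign, cut at about 5.5% in these data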;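 also: 100% = MG132 at 30 µM as the positive control and 0% = DMSO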
# STAT3 blocker: inhibitors of IL-6 induced STAT3 signaling; U3A cells, IL-6 STAT3-luciferase reporter, luminescence; host cell line lacks STAT1; inhibition, % at 5.5 µM; 0.89% of 190,000 active;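 active = inhibition above the mean inhibition across all screened compounds plus 3 SD, cut at about 44% in these data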;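 also: 0% = DMSO only wells and 100% = 100 µM nifuroxazide control wells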
# STAT1 activator: increases IFN-gamma driven STAT1 reporter signal. 2.6% of 200,000 active. activation (% of control), % at 5.5 µM. NIH 3T3 STAT1-luciferase reporter, luminescence; 100% = IFN-gamma alone, no compound;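 active = activation above the screen-wide mean activation plus 3 SD, cut at about 130% in these data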;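 also: raw ratio to IFN-gamma control signal so 100% means no change and 0% no light; values of inactives mirror those of a sister screen read the other way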
# STAT3 activator: STAT3 signaling activation. U3A cells, IL-6 STAT3-luciferase reporter, luminescence; 100% = signal with IL-6 EC80 alone. activation (% of control), % at 5.6 µM. 0.91% of 190,000 active. AID 871;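 active = activation above the screen-wide mean of compound activation plus 3 SD, cut at about 130% in these data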;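 also: 0% = background luminescence of wells with medium and substrate only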
#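 Material: STAT1-lacking human U3A cells, STAT3 luciferase reporter | Benchmarks: IL-6-only wells as 100% reference | Probe or stimulus: IL-6 (33 ng/mL) | Timing: Compound 1 h, then IL-6 6 h at 37 °C | Detection: Luminescence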
# NF-kB neuron act: raises NF-kB expression in human neuronal cells | NF-kB reporter expression; hits give high values | fold change at 12.5 µM | 1.6% of 190,000 active; in the data active = fold change above about 3.3
# Numbers without * were called inactive; / = no result given. Compounds as they come; 7.7% or so of the library scored in one or more.
nr	smiles	APP transl inh	STAT1 blocker	APP 5'UTR act	FLuc inhib CS	RAM network inh
1	Cn1nc(C(C)(C)C)c([N+](=O)[O-])c1C(=O)Nc1ccccc1	-9	0	9	-3	0.1
2	CC1CCc2c(sc3ncn4c(SCC(=O)NCc5ccco5)nnc4c23)C1 (stereo unspecified)	2	1	-2	-6	2.5
3	[O-][N+]12CCN(CC1)c1ccccc12	6	4	-6	-5	1.3
4	O=C(CSc1nc2cc(Cl)ccc2s1)NC(=O)NCc1ccco1	-24	8	24	-7	7.4
5	Cn1c(CN2CCCC2)nc2cc(NC(=O)COc3ccc(Cl)cc3)ccc21	11	6	-11	-6	0.0
6	Nc1nc(N2CCCCC2)nc2ccccc12	-12	-1	12	0	0.3
7	CCCC(=O)Nc1ccc(S(=O)(=O)N2CCCC2)cc1	/	-2	/	-9	4.0
8	CC(=O)Nc1sc2c(c1C#N)CCCC2	-9	-4	9	-5	4.9
9	CCCOc1ccc(C(=O)N2CC3(CC(c4cccc(NC(=O)[C@@H]5CCC(=O)N5)c4)=NO3)C[C@H]2C(=O)NC2(C(N)=O)CC2)cc1 (stereo partly specified)	-10	3	10	-6	-0.3
10	CCOC(=O)N1CCN(C(=O)C2CCN(Cc3cccc(OCc4ccccc4)c3)CC2)CC1	-27	8	27	-2	-0.4
11	Cc1ccc(OCc2nnc(NC(=O)c3ccco3)s2)cc1	-1	3	1	-5	2.3
12	O=S(=O)(Nc1cc2nc3ccccc3nc2n1Cc1ccccc1)c1ccc(Cl)cc1	-17	8	17	-2	4.2

nr	Hsp70 act	STAT3 blocker	STAT1 activator	STAT3 activator	NF-kB neuron act
1	-0.4	-8	99	108	2.2
2	-0.4	13	99	96	1.1
3	0.0	13	96	96	0.83
4	-0.2	6	94	99	1.3
5	-0.2	12	95	94	0.93
6	0.1	-4	101	106	1.1
7	-0.3	-4	99	103	1.1
8	-0.3	7	103	94	1
9	-0.2	-5	97	111	1.3
10	-0.2	0	93	102	0.88
11	-0.3	3	97	100	0.87
12	0.8	-9	93	108	1.3

# An excerpt from above in order of number of heavy atoms, lowest first.
nr	smiles	APP transl inh	STAT1 blocker	APP 5'UTR act	FLuc inhib CS	RAM network inh
3	[O-][N+]12CCN(CC1)c1ccccc12	6	4	-6	-5	1.3
8	CC(=O)Nc1sc2c(c1C#N)CCCC2	-9	-4	9	-5	4.9
6	Nc1nc(N2CCCCC2)nc2ccccc12	-12	-1	12	0	0.3
7	CCCC(=O)Nc1ccc(S(=O)(=O)N2CCCC2)cc1	/	-2	/	-9	4.0
11	Cc1ccc(OCc2nnc(NC(=O)c3ccco3)s2)cc1	-1	3	1	-5	2.3
4	O=C(CSc1nc2cc(Cl)ccc2s1)NC(=O)NCc1ccco1	-24	8	24	-7	7.4
5	Cn1c(CN2CCCC2)nc2cc(NC(=O)COc3ccc(Cl)cc3)ccc21	11	6	-11	-6	0.0
12	O=S(=O)(Nc1cc2nc3ccccc3nc2n1Cc1ccccc1)c1ccc(Cl)cc1	-17	8	17	-2	4.2
9	CCCOc1ccc(C(=O)N2CC3(CC(c4cccc(NC(=O)[C@@H]5CCC(=O)N5)c4)=NO3)C[C@H]2C(=O)NC2(C(N)=O)CC2)cc1 (stereo partly specified)	-10	3	10	-6	-0.3

nr	Hsp70 act	STAT3 blocker	STAT1 activator	STAT3 activator	NF-kB neuron act
3	0.0	13	96	96	0.83
8	-0.3	7	103	94	1
6	0.1	-4	101	106	1.1
7	-0.3	-4	99	103	1.1
11	-0.3	3	97	100	0.87
4	-0.2	6	94	99	1.3
5	-0.2	12	95	94	0.93
12	0.8	-9	93	108	1.3
9	-0.2	-5	97	111	1.3

# (more compounds)
nr	smiles	APP transl inh	STAT1 blocker	APP 5'UTR act	FLuc inhib CS	RAM network inh
13	Clc1ccc(-c2n[nH]c3c2CCC3)c(Cl)c1	14	-2	-14	-9	-1.5
14	Cc1nn(C)c(C)c1N1C(=O)c2cccc3c(N)ccc(c23)C1=O	8	-4	-8	-6	0.7
15	CCOC(=O)c1[nH]c(C)c(CN(Cc2ccco2)C(=O)C(F)(F)F)c1C	-6	13	7	-4	2.9
16	CC(C)Cn1c(N)c(C(=O)COC(=O)c2ccc3ccccc3n2)c(=O)n(C)c1=O	-9	7	9	/	2.1
17	COc1ccccc1NC(=O)CN1CCN(c2ccccc2)CC1	-10	-3	10	-3	1.3
18	CC1(C)CC(NC(=S)NCc2ccc3c(c2)OCO3)CC(C)(C)N1	-1	-4	1	-9	0.8
19	CCCn1c(SCC(=O)Nc2cc(Cl)ccc2Cl)n[nH]c1=O	-10	0	10	-6	2.0
20	Cc1c(C(=O)NCCN2CCOCC2)oc2ccccc12	0	-8	0	-7	4.1
21	Cc1ccc(C(=O)c2ccccc2C(=O)OCC(=O)NCCc2ccc(Cl)cc2Cl)cc1	11	0	-11	-5	15*
22	O=C(CCCn1cnc([N+](=O)[O-])n1)Nc1cc(Cl)ccc1O	-13	-5	13	-3	1.5
23	COc1cccc(N(C(=O)CCl)C(C(=O)NCCc2ccccc2)c2cccs2)c1 (stereo unspecified)	4	18	-4	-7	9.2*
24	Cc1cc(=O)n2c(nc3ccccc32)[nH]1	-5	-3	5	-2	0.4

nr	Hsp70 act	STAT3 blocker	STAT1 activator	STAT3 activator	NF-kB neuron act
13	-0.2	-3	102	105	1.5
14	-0.3	4	103	98	0.96
15	0.0	7	88	97	1.1
16	0.0	4	94	99	0.63
17	-0.4	-15	100	113	1.1
18	0.6	0	103	107	1.1
19	0.0	5	99	103	1.3
20	-0.1	-9	107	111	1.3
21	-0.1	-12	100	109	1.3
22	-0.1	9	104	94	0.91
23	-0.3	63*	84	47	0.12
24	0.0	5	103	98	1.1

# (next part)
nr	smiles	APP transl inh	STAT1 blocker	APP 5'UTR act	FLuc inhib CS	RAM network inh
25	O=[N+]([O-])c1ccccc1OCCCn1cnc2ccccc21	-130	-79	130	34	0.1
26	Cc1ccnc(NS(=O)(=O)c2cccc3nsnc23)c1	12	-11	-12	-10	1.9
27	CCOc1cc(CNc2ccc(O)cc2)ccc1OCc1ccc(Cl)cc1Cl	22	-2	-22	-3	5.3
28	COc1ccc(C2CC(c3cccs3)=NN2C(=O)CSc2nc3ccccc3s2)cc1 (stereo unspecified)	0	6	0	-9	5.7
29	Cc1ccc(-n2ncc3c(NNC(=O)c4cccs4)ncnc32)cc1	-22	2	23	-3	0.9
30	Cc1ccc([N+](=O)[O-])cc1NC(=S)NC(=O)c1ccco1	0	1	-1	-5	3.2
31	Cc1ccc(S(=O)(=O)NC2=NCN(Cc3cccnc3)CN2)cc1	5	-5	-5	-2	2.5
32	Cc1nc2ccc(C(=O)NCc3ccc4c(c3)OCO4)cc2s1	-19	13	19	3	0.3
33	COc1ccc(C2CC(O)(C(C)(C)O)NO2)cc1 (stereo unspecified)	-8	-2	8	3	3.1
34	CCSc1nnc(NC(=O)/C=C/c2ccc3c(c2)OCO3)s1	7	-6	-7	-4	1.7
35	COc1ccc(C(=O)CSc2nnc(-c3cccs3)n2-c2ccccc2)cc1	-2	-1	2	-4	0.9
36	Cc1ccc(NC(=O)c2cc(NC(=O)C3CC=CCC3C(=O)O)ccc2N2CCOCC2)cc1Cl (stereo unspecified)	-2	-3	2	-1	1.9

nr	Hsp70 act	STAT3 blocker	STAT1 activator	STAT3 activator	NF-kB neuron act
25	0.1	0	169*	104	4.1*
26	0.0	5	110	101	1.3
27	-0.3	0	102	104	0.98
28	-0.3	-1	94	104	0.9
29	-0.1	17	97	91	1.2
30	0.3	5	99	94	1.1
31	0.1	10	104	96	1.1
32	-0.1	16	86	92	1.8
33	-0.7	-10	102	112	1.5
34	-0.4	11	105	92	1.4
35	-0.2	12	101	92	1
36	-0.2	3	103	98	1.4

# New compounds follow.
nr	smiles	APP transl inh	STAT1 blocker	APP 5'UTR act	FLuc inhib CS	RAM network inh
37	COC(=O)c1ccc(OCCOc2ccccc2)cc1	-34	-20	34	0	2.6
38	CCOC(=O)c1[nH]c2ccc(OC)cc2c1NC(=S)N1CCN(c2ccccc2)CC1	4	-7	-4	2	4.3
39	COc1ccc(NC(=O)C2CCCN2C(=O)OCc2ccccc2)c(OC)c1 (stereo unspecified)	-15	4	15	-9	-1.0
40	CCn1c(O)c(N=NC(=O)CNc2cccc(C)c2)c2ccccc21	-1	3	1	1	2.0
41	CN1CCN(c2ncnc3sc(-c4ccccc4)cc23)CC1	16	-7	-16	-4	0.8
42	CCOC(=O)C1CCCN(C(=O)c2cc3cc(Br)ccc3oc2=O)C1 (stereo unspecified)	-27	-6	27	-6	4.8
43	CC(=O)N1CCN(S(=O)(=O)c2ccc(C)cc2)C1c1ccc(N(C)C)cc1 (stereo unspecified)	8	8	-7	-6	0.4
44	CC1(C)NC(=O)N(CCCOc2ccccc2Br)C1=O	-1	-11	1	0	1.3
45	COc1ccc(N=C2S/C(=C\c3cccs3)C(=O)N2CC(C)C)cc1	-6	-1	6	-5	5.5
46	O=C(CNc1cc(S(=O)(=O)N2CCCC2)ccc1OCC(F)(F)F)Nc1ccc(SC(F)F)cc1	1	6	-1	-1	3.6
47	CCOCCCn1c(=S)[nH]c2cc(C(=O)NCCN(CC)CC)ccc2c1=O	12	-7	-12	-7	-0.3
48	CCOc1c(Cl)cc(/C=N/O)cc1OC	-24	6	24	-4	2.2

nr	Hsp70 act	STAT3 blocker	STAT1 activator	STAT3 activator	NF-kB neuron act
37	-0.1	5	101	96	2.1
38	-0.3	-4	106	105	1
39	0.1	17	97	91	0.94
40	-0.4	3	97	99	1.4
41	-0.3	-16	107	119	0.76
42	-0.4	-3	105	108	1.1
43	-0.1	3	93	100	1.1
44	0.2	-1	110	104	1.3
45	-0.5	5	101	101	1.1
46	-0.4	-2	95	105	0.72
47	0.3	2	106	100	1.2
48	-0.1	1	95	104	1.4

# Going on with the list.
nr	smiles	APP transl inh	STAT1 blocker	APP 5'UTR act	FLuc inhib CS	RAM network inh
49	O=C1/C(=C/c2ccc(O)c(O)c2)SC(=S)N1Nc1ccccc1	-35	-21	35	-3	0.6
50	CCc1ccc(/C=N/Nc2nn[nH]n2)cc1	4	-2	-3	-4	0.2
51	COC(=O)c1ccc(/C=N\NC(=O)CC(=O)NCCc2ccccc2)cc1	-4	-9	4	-6	0.5
52	COc1cc(C(=O)N(c2ccc(C)c(C)c2)C2C=CS(=O)(=O)C2)cc(OC)c1OC (stereo unspecified)	-20	-3	20	1	0.6
53	NC(=O)C1CCN(Cc2nc3ccccc3c(=O)[nH]2)CC1	-6	3	6	-7	0.0
54	Oc1cccc(C(O)CNCc2ccc(OCc3ccc(Cl)cc3Cl)cc2)c1 (stereo unspecified)	-19	-8	19	-6	-0.2

nr	Hsp70 act	STAT3 blocker	STAT1 activator	STAT3 activator	NF-kB neuron act
49	0.1	-5	118	116	0.88
50	-0.3	4	104	100	1
51	-0.4	4	106	99	0.9
52	0.0	11	101	96	1
53	-0.2	-8	97	107	1.1
54	-0.2	4	106	106	0.61
